Assay outcomes from PubChem BioAssay.
hIAP inh = human IAP inhibition; 330,000 tested, 0.12% active; P09923; inhibition, % at 10 µM; purified IAP, CDP-Star luminescence, 30 min;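 active = inhibition reaching a set limit with compound at 10 µM in the primary screen, cut at about 35% in these data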;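 also: plate controls were DMSO wells with enzyme for no effect and no-enzyme buffer wells for full effect; values of inactives mirror those of a sister screen read the other way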
Target sequence (P09923 whole entry, looked up): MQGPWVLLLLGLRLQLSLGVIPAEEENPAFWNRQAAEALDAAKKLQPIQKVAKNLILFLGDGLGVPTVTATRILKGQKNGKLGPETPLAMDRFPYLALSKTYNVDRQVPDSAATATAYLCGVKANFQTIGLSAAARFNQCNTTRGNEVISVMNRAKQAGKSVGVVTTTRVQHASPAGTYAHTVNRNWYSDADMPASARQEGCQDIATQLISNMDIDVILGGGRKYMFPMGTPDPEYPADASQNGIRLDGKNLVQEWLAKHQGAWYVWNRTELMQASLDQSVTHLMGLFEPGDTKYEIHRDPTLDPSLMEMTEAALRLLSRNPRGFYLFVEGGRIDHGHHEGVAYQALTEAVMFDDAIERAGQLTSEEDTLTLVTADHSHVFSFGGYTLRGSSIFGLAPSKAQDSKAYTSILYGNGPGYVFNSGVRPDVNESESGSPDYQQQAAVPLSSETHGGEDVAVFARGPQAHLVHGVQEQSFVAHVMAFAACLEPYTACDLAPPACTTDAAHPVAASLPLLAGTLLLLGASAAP
A3G deaminase = APOBEC3G (human) deaminase inhibition; Q9HC16; inhibition, % at 20 µM; 330,000 tested, 0.28% active; recombinant A3G, ssDNA deamination FAM/TAMRA fluorescence; AID 493012;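 active = inhibition of at least 40% at 20 µM, with no more than 30% in the related APOBEC3A deaminase screen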;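 also: plate controls were DMSO wells with A3G for no effect and wells lacking A3G enzyme for full effect; some compounds called inactive have numbers as strong as hits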
Target sequence (Q9HC16 whole entry, looked up): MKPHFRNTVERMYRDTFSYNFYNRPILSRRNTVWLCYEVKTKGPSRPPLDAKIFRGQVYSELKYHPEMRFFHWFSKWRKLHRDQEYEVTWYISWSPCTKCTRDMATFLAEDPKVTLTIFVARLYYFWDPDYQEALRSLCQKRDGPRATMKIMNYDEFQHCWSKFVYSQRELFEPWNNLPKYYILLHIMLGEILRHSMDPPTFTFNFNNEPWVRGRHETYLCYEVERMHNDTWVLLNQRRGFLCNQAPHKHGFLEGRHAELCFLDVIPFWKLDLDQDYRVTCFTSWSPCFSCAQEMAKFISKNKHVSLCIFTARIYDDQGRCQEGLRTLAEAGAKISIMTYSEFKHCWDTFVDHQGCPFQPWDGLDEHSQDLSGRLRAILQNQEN
mIAP act = increases mouse intestinal alkaline phosphatase activity; muIAP, CDP-Star luminescence, 30 min; active compounds read high; 1 = vehicle-only enzyme signal, 0 = enzyme-free wells; activation factor at 10 µM; 330,000 tested, 0.24% active; AID 2805;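 active = activation factor of at least 2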; also: the source names both 10 and 20 µM as test concentration; values of inactives mirror those of a sister screen read the other way
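Assay system: mouse IAP enzyme / Compound: DMSO-dissolved test compounds / Timing: 30 min, room temperature / Measured by: luminescence from enzymatic CDP-Star hydrolysis / Control set: DMSO-only wells, enzyme-free buffer wells as negative control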
A3A deaminase = human APOBEC3A DNA deaminase inhibition | AID 493011 | recombinant A3A, FAM/TAMRA ssDNA deamination fluorescence | inhibition, % at 20 µM | 330,000 tested, 0.41% active;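 active = at least 40% inhibition at 20 µM here, with at most 30% in a related deaminase screen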;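 also: plate controls were A3A with DMSO for no effect and wells lacking A3A enzyme for full effect; some results filed as inactive read as strong as hits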
MPTP block = blocks calcium-induced mitochondrial swelling; isolated mouse mitochondria, Ca2+ swelling absorbance, 30 min; inhibition, % at 10 µM; 360,000 tested, 1.4% active; AID 602449;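 active = inhibition of 50% or more, scaled per plate between neutral and stimulator controls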;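 also: 0% = DMSO wells given calcium and 100% = 1 mM EGTA wells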
ATG4B inh = ATG4B (human) cysteine protease inhibition; Q9Y4P1; 340,000 tested, 0.51% active; ATG4B cleavage of LC3-PLA2, NBD-HPC fluorescence, 1 h; AID 504462; inhibition, % at 8.33 µM; in the data active = inhibition above about 40%
mIAP block = blocks mouse intestinal alkaline phosphatase. purified mouse IAP, CDP-Star luminescence, 30 min. inhibition, % at 10 µM. 330,000 tested, 0.2% active. AID 2806;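 active = inhibition of at least 40% at 10 µM in the primary screen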;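 also: plate controls were DMSO with enzyme for no effect and no enzyme wells for full effect; values of inactives mirror those of a sister screen read the other way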
hIAP activ = increases human intestinal alkaline phosphatase activity | AID 2524 | activation factor at 10 µM | 330,000 tested, 0.16% active | P09923 | purified human IAP, CDP-Star luminescence, 30 min; active compounds read high; 1 = vehicle-only enzyme, 0 = enzyme-free background;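 active = activation factor of the enzyme at least 2-fold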; also: the source names both 10 and 20 µM as test concentration; values of inactives mirror those of a sister screen read the other way
beta cell repl = inducers of beta-cell replication in MIN6 cells; MIN6 cells proliferation, ATPlite luminescence, 48 h; cells starved in 0.2% serum; 100% = growth in 10% serum; proliferation, % at 10 µM; 330,000 tested, 0.29% active;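 active = compounds whose signal lies at least 3.5 SD above the mean of all wells on their plate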;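 also: 0% = DMSO-treated cells in low-serum medium and 100% = 10% serum control; some compounds called inactive have numbers as strong as hits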
* hit, by the source's call; . = no result given.

SMILES	hIAP inh	A3G deaminase	mIAP act	A3A deaminase	MPTP block	ATG4B inh	mIAP block	hIAP activ	beta cell repl
COc1cc2c(cc1OC)C(c1ccc(Br)cc1)NCC2 (stereo not given)	13	-2	1	-1	1.6	7	-2	0.87	3
COc1ccc([C@@H]2CC=C(C(=O)O)[C@H](c3ccc(Cl)cc3)N2S(=O)(=O)c2ccccc2C)cc1	12	-2	0.95	-3	1.5	9	5	0.89	-3
Cc1cc(C(=O)COC(=O)c2ccc[nH]c2=O)c(C)n1-c1ccc(Br)cc1	10	-6	0.94	-1	1.2	26	6	0.9	-4
COc1cc(OC)cc(OC(=O)c2cccc(S(=O)(=O)N3CCN(C)CC3)c2)c1	-2	2	0.83	12	0.5	-6	17	1	-7
O=C(NC1CCSc2ccccc21)c1c(F)cccc1Cl (stereo not given)	-13	-4	1.1	-1	-0.1	6	-5	1.1	1
CCOC(=O)c1ccccc1NS(=O)(=O)c1ccc(S(=O)(=O)N2CCCC2)cc1	-8	3	1	2	1.9	-6	-4	1.1	-3
CCOc1ccc(NC(=O)C(C)NS(=O)(=O)c2ccc(NC(C)=O)cc2)cc1 (stereo not given)	-1	0	1	10	-0.6	-7	0	1	1
Cc1ccc(SCC(=O)OC(C)C(=O)NC2CCCCC2C)c(C)c1 (stereo not given)	-34	-4	1.1	-3	-1.1	-1	-11	1.3	4
CC(=O)N1CCN(C(=O)CCCNC(=O)c2ccc(Cl)cc2)CC1	-20	-3	1.1	-2	2.0	-7	-8	1.2	-3
N#Cc1nc(-c2ccco2)oc1N1CCCC1	-11	-4	1	3	-0.6	-8	-1	1.1	-1
COc1ccc(CC(=O)OCC(=O)c2ccc(OC)c(OC)c2)cc1	14	-5	0.91	-2	-0.1	-9	9	0.86	0
O=C1N[C@@H](Cc2ccccc2)COC(=O)[C@@H](Cc2ccc(F)cc2)CC/C=C/C[C@@H]1CC(=O)N(CCO)Cc1ccccc1	-4	-1	1.2	1	0.6	5	-19	1	-6
CC(C)(C)c1ccc(C(=O)NCCC(=O)NC2=NCCS2)cc1	3	-3	1	3	-0.6	-2	-2	0.97	-5
O=C(O)c1cnn(-c2nc(-c3ccc(F)cc3)cs2)c1C(F)(F)F	-6	-3	0.98	-3	-1.7	-3	2	1.1	-1
Cc1ccc(C)c(NC(=O)NNC(=O)c2cc3occc3[nH]2)c1	8	1	0.96	0	0.5	3	4	0.92	-4
NC1=NC(c2cn[nH]c2-c2cccc(F)c2)n2c(nc3ccccc32)N1 (stereo not given)	-89	-10	1.1	0	0.4	-3	-14	1.9	-1
COc1ccccc1Oc1coc2c(CN(C)C)c(O)ccc2c1=O	7	-1	1	4	-0.9	1	-2	0.93	4
COc1ccc(OC)c(/C=N/NC(=O)c2ccc3nc[nH]c3c2)c1	6	-6	0.77	-6	0.3	0	23	0.94	3
Cc1nnc(SCc2ccc(C(=O)Nc3cc(Cl)ccc3C)cc2)s1	1	-8	0.96	-3	0.5	3	4	0.99	0
CCOc1ccc(N=C2C(=O)N(CN3CCOCC3)c3ccccc32)cc1	-7	-6	1	-4	0.6	-1	-2	1.1	-1
O=C(c1ccc2c(=O)n3c(nc2c1)CCC3)N1CCN(S(=O)(=O)c2cccc(F)c2)CC1	13	-1	0.98	0	-1.5	0	2	0.87	-1
Cc1cccc2cc(CN(Cc3nnnn3C3CCCC3)C3CCCCC3)c(=O)[nH]c12	5	-7	1.1	-4	0.1	4	-9	0.95	-1
CC(C(=O)Nc1ccccc1F)N1C(=O)c2ccccc2C1=O (stereo not given)	0	0	1	-3	-1.2	-7	-2	1	-5
O=C(NCCN1CCOCC1)c1cccs1	-14	-4	0.95	-2	0.8	-10	5	1.1	-3
COc1cc(S(=O)(=O)NCC2CCCO2)c(OC)cc1Cl (stereo not given)	5	-8	1	-4	-0.2	-4	0	0.95	-1
Cc1ccc(C)c(C(=O)CN2C3=NCCCN3c3ccccc32)c1	1	-4	1	-2	0.0	1	0	0.99	-1
O=C(CSc1nnc2ccccn12)Nc1ccccc1C(=O)O	-13	-7	0.99	2	0.1	-3	1	1.1	1
COc1ccc(NC(=S)N2CCc3cc(OC)c(OC)cc3C2)cc1	-2	1	1.1	4	3.9	1	-12	1	-1
CCCCC(O)(CCCC)C(=O)NN(C(=O)OC)c1ccc(C)cc1	29	-9	1.1	0	1.0	-5	-5	0.71	0
CNC(=O)c1nnc(Cc2ccc(F)cc2)o1	2	-13	1.1	-3	-0.7	-9	-8	0.98	2
CCCn1cc(S(=O)(=O)CC(=O)Nc2ccc(OCC)cc2)c2ccccc21	3	-1	1.1	2	3.4	-16	-8	0.97	-4
CCOC(=O)c1sc(NC(=O)CSc2ncn[nH]2)c(C#N)c1C	24	0	0.82	12	8.0	-2	18	0.76	1
O=C(NCc1ccc(Cl)cc1)c1ccc(CNc2c(N3CCCC3)c(=O)c2=O)cc1	-14	1	1	7	0.5	-11	0	1.1	-2
CCOC(=O)N1CCC(N2C(=O)c3ccccc3C2Nc2ccc3c(C)cc(=O)oc3c2)CC1 (stereo not given)	33	-7	1	-3	1.3	-6	-1	0.67	1
CCOC(=O)N1CCN(C(=O)COC(=O)CNC(=O)c2ccc(C)cc2)CC1	-5	-10	0.97	-1	-0.8	-1	3	1	2
CCNc1nnc(SCC(=O)c2cc(C)n(C3CC3)c2C)s1	9	-13	1	-6	0.6	-2	-2	0.91	-4
COc1ccc(C2=NN(c3nc(C(=O)O)cs3)C(O)(C(F)(F)F)C2)c(OC)c1 (stereo not given)	-42	-5	0.92	-1	-0.9	2	8	1.4	-2
CC(=O)NC(CC(=O)NC1CCCCC1)c1ccccc1 (stereo not given)	9	-7	1	30	-0.1	27	-4	0.91	1
COc1cccc(NC(=O)c2cc([N+](=O)[O-])ccc2N2CCN(C)CC2)c1	-4	-4	0.97	-2	5.2	-14	3	1	-1
CC(=O)NCCc1cc2cc(C)c(C)cc2[nH]c1=O	-1	-6	1	-1	-0.4	-11	-2	1	-2
O=c1cc(CN2CCOCC2)nc(C2CC2)[nH]1	-16	-7	1	-5	-1.6	-7	-2	1.2	-3
COc1ccc(NC(=S)NC2CCN(Cc3ccccc3)CC2)cc1OC	8	-11	1	-3	-1.6	0	-4	0.92	0
CCC(C)(C)n1nnnc1C(c1cc(OC)ccc1OC)N1CCC(C(N)=O)CC1 (stereo not given)	-2	2	1.1	2	-1.9	-6	-6	1	1
Cc1csc(NC(=O)c2nc(-c3ccccc3)n(-c3ccccc3)n2)n1	0	-5	1	-4	-0.3	-12	-2	1	0
COC(=O)c1ccc(C2c3[nH]c4ccccc4c3C[C@H]3C(=O)N(C4CC4)CC(=O)N23)cc1 (stereo not given in full)	-3	-1	1	2	-0.3	-3	0	1	3
O=C(Nc1ccc(Cl)cc1)Nc1ccccc1NS(=O)(=O)c1cccs1	1	-1	0.88	-1	82*	3	12	0.99	-5
Cc1ccc(S(=O)(=O)N2CCC(C(=O)OCC(=O)N(C)C3CCS(=O)(=O)C3)CC2)cc1C (stereo not given)	6	-11	1.1	-1	0.1	2	-7	0.94	-3
Cc1ccnc(NC(=S)N2CCN(c3cccc(C(F)(F)F)c3)CC2)c1	-18	3	1	-2	0.6	-1	-2	1.2	0
COc1ccc(S(=O)(=O)N(C)c2ccc(C(=O)NCc3ccco3)cc2)cc1OC	-1	-8	0.96	-4	1.3	11	4	1	9
CCN1CCC(N2CCN(c3ccc(F)cc3)CC2)CC1	-8	-30	0.99	-5	0.9	-6	1	1.1	0
Other structures follow.
SMILES	hIAP inh	A3G deaminase	mIAP act	A3A deaminase	MPTP block	ATG4B inh	mIAP block	hIAP activ	beta cell repl
CC(=O)Nc1ccc(S(=O)(=O)NCCc2csc(-c3cccnc3)n2)cc1	-2	-3	0.95	-1	-2.0	-8	5	1	-4
CC(=O)Nc1ccc(NC(=O)COC(=O)c2cc(S(=O)(=O)N3CCCC3)ccc2O)cc1	-1	-5	1.1	1	-0.3	-4	-6	1	0
COc1ccc(CCNC(=O)CN(c2ccccc2OC)S(C)(=O)=O)cc1OC	-26	-2	1	0	-0.4	3	-4	1.3	-2
O/N=C(\Cc1cscn1)c1ccc(O)cc1O	18	-4	0.96	-3	0.4	0	4	0.82	-1
COCCCNc1ncnc2c1nc1n2CCCC1	-8	-5	0.92	4	-1.0	-2	8	1.1	-2
Cc1csc(NC(=O)C2CCCCC2C(=O)O)n1 (stereo not given)	12	-5	0.99	-1	-1.0	3	1	0.88	-1
CCOC(=O)c1ccc(CN2Cc3ccccc3C2=O)cc1	-1	-11	0.95	-3	0.1	1	5	1	1
O=C(CCc1ccccc1)NCC1OCCc2ccccc21 (stereo not given)	-5	-2	0.91	-1	1.3	14	9	1	-2
CCn1c(=O)c2cc(C(=O)NCc3cccs3)sc2c2ccccc21	11	-10	1	-4	-0.7	-4	-1	0.89	-3
Cc1ccc(S(=O)(=O)NCCc2nnc3ccc(NCCCOC(C)C)nn23)cc1	16	-1	0.98	1	2.3	-14	2	0.83	-2
C/C(=N/NC(=O)CNC(=O)/C=C/c1ccccc1)c1ccco1	16	23	0.96	3	-1.9	0	4	0.84	-2
NC(=O)c1cn(-c2ccccc2)nc1-c1cccnc1	-16	-6	1	-2	0.9	-2	-1	1.2	-3
COC(=O)[C@H](CCSC)NC(=O)Nc1ccc(S(N)(=O)=O)cc1	1	-1	1	3	0.7	-1	-1	0.99	1
COc1ccccc1N(CC(=O)N1CCCCCC1)S(=O)(=O)c1ccc(C)cc1	2	-6	1	2	-2.2	10	-1	0.98	3
Cc1ccc(S(=O)(=O)Nc2ccc3ccccc3n2)cc1	-14	0	1.1	4	2.0	0	-6	1.1	-1
CCCCn1c(-c2cccc(Br)c2)nc2cc3[nH]c(=O)c(C(C)C)nc3cc21	-9	-8	0.75	-2	-0.9	-2	25	1.1	-9
Cc1cc(NCc2ccccc2)nc2ccccc12	13	3	1.1	0	-14	36	-9	0.87	-1
CC(=O)Nc1ccc2c(c1)N(C(C)=O)c1ccccc1CC2	-17	2	1.1	5	-1.3	2	-6	1.2	0
c1ccc2c(c1)ncn2CCCOc1ccc2c(c1)CCC2	4	-7	1	0	54*	0	-1	0.96	-6
COC(=O)c1c(NC(=O)CSc2nnc(-c3cccnc3)n2Cc2ccco2)sc(C)c1C	-16	-5	0.83	-1	4.6	2	17	1.2	0
O=C1CN(C(=O)c2ccccc2F)c2ccccc2N1	-18	0	1.1	-3	0.4	10	-10	1.2	-1
Nc1nc(N)c2nc(CNc3ccc(C(=O)NC(CCC(=O)O)C(=O)O)cc3)cnc2n1 (stereo not given)	12	7	0.93	8	.	.	7	0.88	-1
CCOc1ccc(S(=O)(=O)N(C)c2ccc(OCC(=O)NCc3ccco3)cc2)cc1	5	-1	1	0	14	-13	-3	0.95	-5
COc1cccc(C2c3[nH]c4ccccc4c3C[C@H]3C(=O)N(c4ccccc4C(=O)N4CCCC4C(=O)O)C(=O)N23)c1 (stereo not given in full)	-8	-2	0.9	1	-0.6	-28	10	1.1	-3

Part of the list above, showing only mIAP block:
| Structure | mIAP block |
| --- | --- |
| O=C1CN(C(=O)c2ccccc2F)c2ccccc2N1 | -10 |
| Nc1nc(N)c2nc(CNc3ccc(C(=O)NC(CCC(=O)O)C(=O)O)cc3)cnc2n1 (stereo not given) | 7 |
| CCOc1ccc(S(=O)(=O)N(C)c2ccc(OCC(=O)NCc3ccco3)cc2)cc1 | -3 |
| COc1cccc(C2c3[nH]c4ccccc4c3C[C@H]3C(=O)N(c4ccccc4C(=O)N4CCCC4C(=O)O)C(=O)N23)c1 (stereo not given in full) | 10 |
